Screening data deposited in PubChem by several laboratories.
Peg3 promoter: reduces Peg3 promoter-driven luciferase expression in HeLa. HeLa PEG-Prom luciferase reporter, luminescence, overnight. inhibition, % at 20 µM. 360,000 compounds, 1.7% hits. AID 588405;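 active = inhibition of at least 50% at 20 µM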
C8 TRAIL sens: caspase-8 TRAIL sensitization; NB7+C8 cells + TRAIL, ATPlite viability luminescence; AID 624354; inhibition (viability loss, TRAIL sensitization), % at 10 µM; 360,000 compounds, 1% hits;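 active = compounds causing at least 50% loss of cell viability in the single-dose screen, relative to plate controls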
Shn3 3UTR inh: reduces Shn3 3'UTR luciferase signal in osteoblasts; Clone20 osteoblast Shn3 3'UTR firefly luciferase, 24 h; inhibition, % at 12.5 µM; 360,000 compounds, 0.52% hits; AID 588674;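 active = mean inhibition of at least 75% with every replicate also reaching 75%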;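 note: 0% = median of neutral control wells and 100% = pilot-screen positive control compound; some compounds past the cut are filed as inactive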
TRPM1 prom inh: inhibitors of MITF-driven TRPM1 promoter in melanoma cells; SK-MEL-5 TRPM1 promoter luciferase, 24 h; inhibition, % at 12.5 µM; 330,000 compounds, 0.83% hits;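 active = mean inhibition across replicates of 60% or more, whatever share of single replicates reaches that level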; note: values of inactives mirror those of a sister screen read the other way
HIF-2a inh: HIF-2a inhibition | AID 624352 | 360,000 compounds, 0.72% hits | inhibition, % at 18.8 µM | 786-0 RCC cells HIF-2a reporter, luciferase luminescence, overnight;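 active = inhibition of the luminescence signal of 40% or more relative to plate controls, in a single-dose primary screen at 18.75 µM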
NR2E3 ag-1: human photoreceptor-specific nuclear receptor agonism; Q9Y5X4; CHO-S Gal4-NCOR/VP16-NR2E3 two-hybrid, luciferase; inhibition of corepressor binding, % at 3.98 µM; 360,000 compounds, 0.35% hits; AID 602229;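 active = inhibition above the mean of all tested compounds plus 3 SD, cut at about 70% in these data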;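 note: 0% = DMSO with NR2E3 transfected cells and 100% = cells lacking NR2E3 construct; higher means lower luciferase signal from less NR2E3 corepressor binding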
Target sequence (Q9Y5X4 whole entry, looked up, the tested form may be a part): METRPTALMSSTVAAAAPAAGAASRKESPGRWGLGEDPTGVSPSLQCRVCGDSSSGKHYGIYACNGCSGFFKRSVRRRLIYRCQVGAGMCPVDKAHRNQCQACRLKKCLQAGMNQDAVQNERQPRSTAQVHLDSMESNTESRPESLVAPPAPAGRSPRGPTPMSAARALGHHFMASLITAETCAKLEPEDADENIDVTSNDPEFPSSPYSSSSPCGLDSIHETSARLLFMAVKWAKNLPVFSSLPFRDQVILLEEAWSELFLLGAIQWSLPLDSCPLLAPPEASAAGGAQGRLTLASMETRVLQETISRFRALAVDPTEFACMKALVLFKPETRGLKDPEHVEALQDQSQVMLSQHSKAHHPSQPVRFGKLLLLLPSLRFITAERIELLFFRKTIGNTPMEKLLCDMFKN
NR2E3 ag-2: activates human photoreceptor nuclear receptor NR2E3; GST-NR2E3/biotin-RetCOR TR-FRET, 1536-well; inhibition of corepressor binding, % at 4.78 µM; 320,000 compounds, 0.12% hits; AID 2300;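 active = percent inhibition above the cutoff of mean plus 3 SD of all tested compounds, set per screening campaign, cut at about 20% in these data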;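 note: 0% = DMSO wells and 100% = biotin wells as full block of FRET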
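System: GST-tagged NR2E3 plus biotinylated RetCOR corepressor; Buffer or medium: pH 7.5 Tris-based buffer; Probe or stimulus: RetCOR corepressor, biotinylated, 7 nM; Doses: compound at 4.8 µM, single dose; Schedule: 5 h incubation at 4 °C; Technique: time-resolved FRET; Evaluation: percent inhibition of TR-FRET ratio; Replication: one well per compound, singlicate testing.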
TROY signal inh: blocks TROY-dependent signaling in reporter cells. Q293 LMP1-TROYcd NF-kB luciferase reporter, 4 h. inhibition, % at 10 µM. 360,000 compounds, 0.98% hits. AID 1347056;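 active = compounds whose plate-normalised and pattern-corrected inhibition of the luciferase reporter signal at the single screening dose is 50% or more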
TWEAK-Fn14 inh: blocks TWEAK-Fn14 interaction in a reporter cell assay; TWEAK-stimulated Fn14 reporter cells, luciferase luminescence, 8 h; 360,000 compounds, 2% hits; inhibition, % at 10 µM; in the data active = inhibition above about 50%
KKLEB cytotox: CF airway cell cytotoxicity counter-screen; KKLEB CF airway cells viability, ATPlite luminescence, overnight; stronger effect = lower value; cells stimulated with P. aeruginosa culture filtrate; activity change (cytotoxicity), % at 5 µM; 360,000 compounds, 0.36% hits; AID 602141;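 active = corrected activity change at or below -50% at 5 µM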
CF NFkB inh: blocks PAF-induced NF-kB reporter in cystic fibrosis cells; inhibition, % at 5 µM; 360,000 compounds, 0.86% hits; KKLEB NF-kB-GFP reporter, GFP fluorescence overnight;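 active = at least 50% inhibition at 5 µM, scaled per plate between neutral and stimulator controls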;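 note: PAF is a Pseudomonas aeruginosa culture filtrate used as stimulus; plate controls were PAF-stimulated DMSO wells for no effect and unstimulated DMSO wells for full effect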
Numbers without * were called inactive; x = no result given.

SMILES	Peg3 promoter	C8 TRAIL sens	Shn3 3UTR inh	TRPM1 prom inh	HIF-2a inh	NR2E3 ag-1	NR2E3 ag-2	TROY signal inh	TWEAK-Fn14 inh	KKLEB cytotox	CF NFkB inh
Cc1c(NC(=O)C(C)OC(=O)COc2ccccc2)c(=O)n(-c2ccccc2)n1C (stereo not drawn)	0	-2	-8	5	14	15	7	-2	5	-1	-2
O=C(NC1CCCCC1)C(c1ccc(F)cc1)N(Cc1ccco1)C(=O)Cn1nnc2ccccc21 (stereo not drawn)	4	-1	-4	-22	2	4	-3	20	-1	12	-10
O=C(Nc1ccccc1)OCC1COC(c2ccccc2)(c2ccccc2)O1 (stereo not drawn)	4	2	30	-4	3	17	x	18	5	-4	3
OCCCNc1ncnc2sc(-c3ccccc3)cc12	-14	8	1	0	-16	23	1	-7	12	-7	-2
COC(=O)c1ccc(NC(=O)CCS(=O)(=O)c2ccc3c(c2)NC(=O)C(C)S3)cc1 (stereo not drawn)	14	1	13	0	10	-10	-3	-2	12	-7	10
CCCCCC(=O)N1C[C@@H](n2cc(COC(=O)c3ccccc3)nn2)[C@H](O)C[C@@H]1c1ccc(Cl)cc1	4	16	1	x	18	-25	x	1	9	-11	7
CCC1S/C(=N/C(=O)NC2CCCCC2)NC1=O (stereo not drawn)	-83	10	-75	-20	-54	-43	0	-33	-9	5	-3
COC(=O)c1ccc(COc2c(F)c(F)cc(F)c2F)o1	8	17	1	-14	15	1	2	-5	-14	22	-12
COC(=O)c1ccccc1OCC(=O)NC1CCCCC1	-121	-3	-57	-30	-201	-28	4	-13	-25	-17	11
Cc1cc2cc(C)c(SCC(=O)NCc3ccco3)nc2cc1C	17	-2	2	-6	1	-11	4	6	0	-3	8
O=Cc1cc2ccccc2nc1SCCCF	30	1	-10	23	11	6	0	13	4	1	-2
COc1ccc(NC(=O)CNS(=O)(=O)c2cccs2)c(OC)c1	10	1	-4	2	-12	-1	-3	18	12	-9	10
O=[N+]([O-])C(/C=C(\Cl)[N+](=O)[O-])=C(N1CCCCC1)N1CCCCC1	-6	-1	-22	26	7	5	0	1	-4	-11	28
CC(C)(C)C(=O)Nc1ccc(C(=O)COC(=O)C2CC2)cc1	-263	4	-114	-77	-88	-70	x	-21	-9	-6	-35
CN(C(=O)COC(=O)c1ccccc1C(=O)N(C)c1ccccc1)c1ccccc1	-3	-9	12	-4	7	3	1	-9	3	-9	21
COc1ccc(NC(=O)CN(C)CC(=O)c2c(C)[nH]c3ccccc23)cc1	2	27	-4	-1	3	-7	0	31	13	14	-11
CC1CCCC(C)N1C(=O)COC(=O)CCC1CCCC1 (stereo not drawn)	7	15	15	-1	2	-1	-1	-9	-10	4	-3
CCCc1nc(SC)[nH]c(=O)c1C	-2	-1	-19	3	5	-24	-3	17	-5	2	-12
CCN(CC)S(=O)(=O)c1cccc(NC(=O)COC(=O)/C=C/c2cccs2)c1	11	-1	-3	-8	1	5	-1	27	-2	5	-9
CN(C)S(=O)(=O)c1cccc(NC(=O)CSc2nncn2-c2ccccc2)c1	8	-1	-13	20	6	-11	3	-4	6	10	-7
COC(=O)c1cn(CC(=O)NC2CCCCC2)c2ccccc12	-3	4	7	13	9	-14	0	-10	-14	-4	7
CCc1cc2c(=O)n(Cc3ccccc3)c(SC3CCOC3=O)nc2s1 (stereo not drawn)	12	16	-17	-9	13	-42	2	26	-23	18	10
Cc1ccc(SCC(=O)NCc2ccc(F)cc2)cc1	-1	-16	-27	-5	12	-26	-2	-1	-11	3	-18
CCS(=O)(=O)c1nc(S(=O)(=O)c2ccc(Cl)cc2)c(N2CCC3(CC2)OCCO3)s1	10	1	4	-9	11	-5	-2	4	21	3	-12
O=C(NCCC1CCCCN1S(=O)(=O)c1cccs1)C(=O)Nc1ccc(F)cc1 (stereo not drawn)	-63	25	-11	-18	-97	-46	6	-20	20	-10	-10
CCn1c(C)c(C)c2cc(C(=O)NCCCN3CCN(C)CC3)ccc21	-2	0	7	4	8	-9	1	6	3	21	-4
COc1ccc(S(=O)(=O)Nc2ccccn2)cc1	14	1	-13	0	16	-4	2	-11	2	4	-12
COc1ccc(C(=O)NC(C)c2nnc(SCC(=O)NC3=NCCS3)n2C)cc1 (stereo not drawn)	15	-9	3	12	13	-3	3	9	13	-4	-8
c1cnc2ccc3c(c2c1)COCO3	-2	-13	-11	-1	-6	3	x	-3	-1	5	-11
Cc1ccccc1NC(=O)CN1C(=O)N/C(=C\c2ccc(N3CCOCC3)c(F)c2)C1=O	-12	4	4	-10	0	-25	-1	-10	-21	12	5

Five compounds drawn at random from the list so far:
SMILES	Peg3 promoter	C8 TRAIL sens	Shn3 3UTR inh	TRPM1 prom inh	HIF-2a inh	NR2E3 ag-1	NR2E3 ag-2	TROY signal inh	TWEAK-Fn14 inh	KKLEB cytotox	CF NFkB inh
CC1CCCC(C)N1C(=O)COC(=O)CCC1CCCC1 (stereo not drawn)	7	15	15	-1	2	-1	-1	-9	-10	4	-3
c1cnc2ccc3c(c2c1)COCO3	-2	-13	-11	-1	-6	3	x	-3	-1	5	-11
O=C(NCCC1CCCCN1S(=O)(=O)c1cccs1)C(=O)Nc1ccc(F)cc1 (stereo not drawn)	-63	25	-11	-18	-97	-46	6	-20	20	-10	-10
CCS(=O)(=O)c1nc(S(=O)(=O)c2ccc(Cl)cc2)c(N2CCC3(CC2)OCCO3)s1	10	1	4	-9	11	-5	-2	4	21	3	-12
Cc1ccc(SCC(=O)NCc2ccc(F)cc2)cc1	-1	-16	-27	-5	12	-26	-2	-1	-11	3	-18

The list goes on:
SMILES	Peg3 promoter	C8 TRAIL sens	Shn3 3UTR inh	TRPM1 prom inh	HIF-2a inh	NR2E3 ag-1	NR2E3 ag-2	TROY signal inh	TWEAK-Fn14 inh	KKLEB cytotox	CF NFkB inh
CCNC(=O)CN(c1ccc(OC)c(OC)c1)S(=O)(=O)c1ccccc1	-3	-10	3	14	8	-9	3	16	-7	-4	-3
CCOC(=O)COc1ccc(Oc2nc(C)cc(OC)n2)nn1	-8	-5	-10	10	11	-1	5	10	2	-20	7
Cc1ccc(NC(=O)c2sc3nc(N4CCOCC4)c4c(c3c2N)CC(C)(C)OC4)cc1	9	9	49	37	-59	-60	8	-12	-42	-1	-1
Cc1ccc(C)c(S(=O)(=O)N2CCN(C(=O)c3ccc(C)s3)CC2)c1	21	26	4	4	20	5	2	1	-15	16	-6
CC(=O)C1C(c2ccncc2)NC(=O)NC1(O)C(F)(F)F (stereo not drawn)	20	-8	-1	4	15	-7	0	-2	9	13	3
CCN(CC)S(=O)(=O)c1ccc(NS(=O)(=O)c2ccc3oc(=O)[nH]c3c2)cc1	-5	-6	-23	-13	14	13	0	4	2	1	6
CN(CC(=O)NCCc1ccc(F)cc1)CC(=O)Nc1ccc(F)c(F)c1F	28	-21	1	19	8	19	x	-8	-8	-15	13
COc1ccc(NC(=O)Cc2nnc(SCC(=O)NC3=NCCS3)n2C)cc1	5	-9	2	9	11	3	1	-16	26	8	-11
COc1cc([C@@H]2CC=C(C(=O)O)[C@H](c3ccc(C)cc3)N2S(=O)(=O)c2ccc(C)cc2)cc(OC)c1OC	4	-5	-8	-1	18	-11	x	11	6	15	-15
CON(C)c1nc(Oc2ccc(=O)[nH]n2)nc(N(C)C)n1	4	2	-7	4	12	0	3	9	4	-14	6
COc1cccc(CN(C)C(=O)c2cc(-c3ccc(F)cc3)nc3ccccc23)c1	50	29	23	4	-2	-16	-1	24	24	2	-35
COc1ccc(C(=O)C(C)OC(=O)CNC(=O)C2CCCCC2)cc1 (stereo not drawn)	4	3	4	-1	4	-20	x	6	6	4	-15
COc1ccc(/C=C(/NC(=O)c2ccccc2OC)C(=O)Nc2ccc(C(=O)O)cc2)cc1	10	7	8	-4	5	5	3	1	7	-6	-5
COc1ccccc1CCNS(=O)(=O)c1ccc(C(=O)O)n1C	14	10	-41	-1	9	4	1	-11	-5	3	12
Fc1cc(F)c(NC(=S)N2CCOCC2)c(F)c1	7	-6	-8	5	17	-23	-1	11	-1	-4	12
C/C(=N\NC(=S)NC1CCCCC1)c1ccc(C#N)cc1	4	0	7	-4	12	-20	1	2	3	2	-7
CCCCN(C(=O)c1ccc([N+](=O)[O-])o1)c1c(N)n(CCCC)c(=O)[nH]c1=O	-1	-12	-8	18	3	-5	1	-11	21	-3	-2
O=C(NC(=O)N1CCOCC1)c1ccccc1	-17	3	-27	4	16	-6	5	3	-13	7	-2
COc1cc(CNCc2cc(OC)c(OC)c(OC)c2)cc(OC)c1	11	5	18	16	19	12	5	12	5	-2	-11
O=C(Nc1ccc(N2CCN(C(=O)c3ccco3)CC2)cc1)c1ccccc1Br	-12	2	9	-16	-10	8	3	0	-6	6	0
CCOc1ccc(/C(CCC(=O)O)=N/NC(=S)NC(C)C)cc1	15	3	-4	3	21	-21	3	-14	1	-3	13
COc1ccc(Cc2c(N)nc(C)nc2N)cc1	4	3	-1	7	17	-30	3	2	-12	1	-8
Cc1ccc(O)c(NC(=O)c2noc(C(C)C)c2[N+](=O)[O-])c1	-106	5	-10	-20	-86	-59	-1	-13	-6	-5	15
Cc1ccc(N)cc1-n1c(C)ccc1C	-16	-4	-39	-3	-37	-20	2	-10	4	6	1
O=C(Cn1c(CO)nc2ccccc21)Nc1ccccc1Cl	-2	-4	1	x	14	-19	0	8	5	-6	9
COc1cc(C2c3[nH]c4ccccc4c3CCN2Cc2cn(C)nc2C)ccc1F (stereo not drawn)	4	-13	-1	26	-26	2	-1	-4	-15	9	-37
CN1/C(=C\C=C2/SC(=S)N(CC(=O)O)C2=O)C(C)(C)c2ccccc21	14	9	33	0	20	3	0	10	14	6	-32
O=C1CC(c2cccc(Br)c2)C2=C(COC2=O)N1 (stereo not drawn)	-7	-4	12	-5	18	12	1	-10	6	11	14
O=C(CCn1nc(-c2ccc(Cl)cc2)c2ccccc2c1=O)NN1CCOCC1	1	-1	6	x	13	11	2	3	-7	12	-2
COc1ccc(NC(=O)CSc2nnc(-c3cnccn3)n2C)cc1OC	9	-4	-7	-5	7	-1	0	-23	22	5	-13
COc1ccc(S(=O)(=O)N2CCOCC2)cc1NC(=O)CCCOc1ccccc1	2	10	18	-9	1	8	x	-22	22	10	-2
Cc1ccc(OCC(=O)N2N=C(C(F)(F)F)CC2(O)C(C)(C)C)cc1C (stereo not drawn)	31	21	70	1	3	51	3	21	-32	-5	3
N#C/C(=C/c1ccccc1[N+](=O)[O-])c1nnc2n1CCCCC2	20	8	21	-2	9	-3	-1	-13	1	8	-6
COc1ccccc1Nc1nnc(SCC(=O)NC(=O)Nc2ccc3c(c2)OCCO3)s1	22	4	26	3	-5	-19	-2	13	-42	-48	33
Cc1ccc(SC2=C[C@@]3(O)CC[C@@H](O)[C@@](Sc4ccc(C)cc4)(C2=O)[C@H]3O)cc1	x	-6	x	x	26	-2	x	0	14	x	x
Clc1ccccc1C1CC(c2ccccc2)Nc2ncnn21 (stereo not drawn)	5	-10	-2	4	11	-34	1	-2	-11	-12	16

This is a subset. The share of hits here may be higher or lower than overall.
